# Screens (PubChem)
# MIN6 prolif – MIN6 beta-cell proliferation induction. MIN6 cells proliferation, ATPlite luminescence, 48 h; cells starved in 0.2% serum; 100% = growth in 10% serum. 330,000 tested, 0.29% active. proliferation, % at 10 µM. AID 2380;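 active = compounds whose signal lies at least 3.5 SD above the mean of all wells on their plate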;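 note: 0% = DMSO-treated cells in low-serum medium and 100% = 10% serum control; some compounds called inactive have numbers as strong as hits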
# SENP6 block – SENP6 protease inhibition. Q9GZR1. Recombinant SENP6 catalytic domain, aminoluciferin luminescence. inhibition, % at 10 µM. 330,000 tested, 1.8% active. AID 2599;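 active = inhibition above about 50% at the single tested dose, limit read from the data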;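 note: plate controls were DMSO wells with enzyme for no effect and DMSO wells lacking enzyme for full effect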
# Target sequence (Q9GZR1 628-1112 limits assumed): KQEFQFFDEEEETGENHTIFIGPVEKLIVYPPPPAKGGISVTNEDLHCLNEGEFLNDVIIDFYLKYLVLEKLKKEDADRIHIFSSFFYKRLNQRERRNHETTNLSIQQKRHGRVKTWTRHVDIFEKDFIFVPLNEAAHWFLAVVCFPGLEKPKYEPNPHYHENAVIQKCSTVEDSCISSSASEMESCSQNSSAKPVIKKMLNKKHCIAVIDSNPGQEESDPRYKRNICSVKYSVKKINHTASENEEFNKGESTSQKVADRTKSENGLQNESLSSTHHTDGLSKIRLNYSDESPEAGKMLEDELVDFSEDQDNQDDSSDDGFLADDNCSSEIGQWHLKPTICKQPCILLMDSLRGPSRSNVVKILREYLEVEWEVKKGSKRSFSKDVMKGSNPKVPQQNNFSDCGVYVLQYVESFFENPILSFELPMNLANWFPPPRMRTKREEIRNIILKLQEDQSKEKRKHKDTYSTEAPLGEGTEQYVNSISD
# SENP8 block-1 – blocks the human protease SENP8 | AID 2540 | 330,000 tested, 1.2% active | purified SENP8, Z-RLRGG-aminoluciferin cleavage, luminescence | inhibition, % at 10 µM; in the data active = inhibition above about 50%
# Target sequence (Q96LD8 whole entry, looked up): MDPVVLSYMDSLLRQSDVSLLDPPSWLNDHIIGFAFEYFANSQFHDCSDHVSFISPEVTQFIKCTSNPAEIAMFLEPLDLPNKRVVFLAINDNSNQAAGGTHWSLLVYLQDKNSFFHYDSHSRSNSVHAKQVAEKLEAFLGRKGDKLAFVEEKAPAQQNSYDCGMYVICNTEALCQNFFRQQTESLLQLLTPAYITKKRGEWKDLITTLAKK
# SENP1 FRET inh – SENP1 (human) catalytic domain inhibition; recombinant SENP1 catalytic domain, CyPet-SUMO1-YPet FRET cleavage; 360,000 tested, 0.21% active; Q9P0U3; inhibition, % at 10 µM;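 active = inhibition at least 30% at 10 µM, raw YFP signal under a set limit, fluorescence ratio 0.5 to 1.5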;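 note: 0% = enzyme with DMSO and 100% = no enzyme wells; some results filed as inactive read as strong as hits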
# Target sequence (Q9P0U3 419-644 limits assumed): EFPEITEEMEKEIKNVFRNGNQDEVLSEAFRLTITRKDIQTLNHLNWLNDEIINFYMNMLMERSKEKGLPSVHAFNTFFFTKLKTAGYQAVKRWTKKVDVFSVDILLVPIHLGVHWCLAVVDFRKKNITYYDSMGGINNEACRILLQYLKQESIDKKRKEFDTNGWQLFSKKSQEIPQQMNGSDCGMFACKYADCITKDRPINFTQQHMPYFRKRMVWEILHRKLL
#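 Test system: human SENP1 catalytic domain; medium: Tris pH 8 buffer plus EDTA, NaCl, BME, BSA, NP40, catalase; incubation: 50 min reaction at room temperature; technique: FRET, CFP and YFP emission; controls: no-enzyme low control and enzyme-plus-DMSO high control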
# SENP8 block-2 – inhibitors of human SENP8 protease; Q96LD8; recombinant SENP8, Nedd8 substrate fluorescence; inhibition, % at 20 µM; 360,000 tested, 0.64% active; AID 602440; in the data active = inhibition mostly above about 40%, no sharp cut-off; inactive = mostly below about 27%
# SENP7 inh – inhibitors of human SENP7 protease; AID 434973; recombinant SENP7, Z-RLRGG-aminoluciferin luminescence, 40 min; inhibition, % at 5 µM; 330,000 tested, 1.5% active;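 active = inhibition above about 50% at the single test dose, limit read from the data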;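 note: plate controls were DMSO with enzyme for no effect and no enzyme buffer wells for full effect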
# UBC13 polyUb – human UBC13 polyubiquitination inhibition | UBC13 polyubiquitin chain formation, TR-FRET | P61088 | inhibition, % at 20 µM | AID 485273 | 330,000 tested, 0.47% active; in the data active = inhibition above about 45%, passing the limit was not always enough
# Target sequence (P61088 whole entry, looked up): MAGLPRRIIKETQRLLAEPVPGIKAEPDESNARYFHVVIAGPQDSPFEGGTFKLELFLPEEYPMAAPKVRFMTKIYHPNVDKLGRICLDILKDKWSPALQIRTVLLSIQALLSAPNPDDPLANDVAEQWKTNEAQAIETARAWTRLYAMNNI
# HKDC1 inh – HKDC1 (human) hexokinase inhibition; Q2TB90; recombinant HKDC1, G6PDH/diaphorase resazurin coupled fluorescence; inhibition, % at 20 µM; 340,000 tested, 0.16% active; AID 493160;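 active = inhibition above about 35% when tested at 20 µM, limit read from the data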;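 note: plate controls were DMSO wells with enzyme for no effect and DMSO wells lacking enzyme for full effect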
#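 test system = in-house recombinant HK5 (HKDC1) enzyme | amount = HKDC1 at 5 µg/mL | control set = DMSO-enzyme wells negative, buffer-substituted wells positive | compound = one dose of 20 µM, 1% DMSO | schedule = reaction time 90 min, room temperature, protected from light | technique = resorufin fluorescence at 613 nm | reagent = glucose with 1 mM ATP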
# PfG6PD inh – PfG6PD (Plasmodium falciparum) enzyme inhibition; 350,000 tested, 0.78% active; inhibition, % at 20 µM; PfGluPho enzyme, NADPH resazurin-diaphorase fluorescence; AID 504690;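 active = inhibition reaching at least a set limit at 20 µM in the primary screen, cut at about 59% in these data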;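 note: 0% = DMSO wells with substrate and 100% = DMSO wells lacking glucose-6-phosphate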
# Numbers without * were called inactive; x = no result given.
SMILES,MIN6 prolif,SENP6 block,SENP8 block-1,SENP1 FRET inh,SENP8 block-2,SENP7 inh,UBC13 polyUb,HKDC1 inh,PfG6PD inh
Cc1ccsc1C=Nc1ccc(O)cc1,-3.8,68.3*,8.2,4.4,97.1*,37.5,-17.9,23.7,84.0*
CC(=O)c1cc2c(cc1NC(=O)C1CCC1)OCO2,1.4,-8.1,0.2,1.1,-410.7,8.7,3.5,10.0,-17.8
COc1cccc(Nc2ncc(C#N)c(N)n2)c1,-1.7,-16.6,-8.4,0.4,-32.2,-14.1,0.6,0.7,-9.2
COc1ccc(NC(=S)NC(=O)c2ccc(Br)o2)cc1,-1.3,25.3,3.4,-0.5,15.9,6.1,-4.6,-3.8,11.4
CC(=O)c1ccc(N2CCN(C(=O)Nc3ccc(C(C)C)cc3)CC2)cc1,-2.4,7.8,9.3,3.1,-133.0,-1.2,1.0,-0.8,9.9
O=C(c1ccc(C#CC2(O)CCCCC2)cc1)N1CCN(Cc2ccccc2)CC1,-1.3,0.8,3.8,2.7,17.4,-3.6,-5.6,-2.3,12.4
O=c1c2ccccc2cnn1-c1nc2ccccc2[nH]1,x,x,x,1.9,-371.7,x,x,-4.4,20.1
Cc1cc(NC(=O)C2CCCN2C(=O)Nc2c(C)cccc2C)ccc1-n1cnnn1 (stereo not given),-0.9,-26.2,-5.2,0.9,22.0,-9.8,0.6,-9.4,-15.4
Cc1cc(NC(=O)CSCc2ccccc2C)no1,-1.6,-12.9,-4.5,1.2,7.7,1.2,-4.6,-3.6,7.0
Cc1c(NC(=O)c2ccccc2NS(=O)(=O)c2ccc(Br)cc2)c(=O)n(-c2ccccc2)n1C,-0.9,-7.9,-2.5,0.3,17.5,1.5,-20.7,4.9,-2.5
Cc1oc2c(c(C)cc3oc(=O)c(CC(=O)N[C@@H](C)C(=O)O)c(C)c32)c1C,-0.4,-3.5,-4.3,-2.4,-308.2,1.7,5.5,1.6,-11.2
O=C(Cn1c(CO)nc2ccccc21)NCCc1ccc(F)cc1,0.5,11.8,-1.9,1.1,17.5,6.6,-9.0,-6.0,-14.0
CCCNc1nc2ccccc2n2c(C)nnc12,-1.9,-8.4,5.8,30.8*,3.2,5.8,-3.4,3.2,-8.9
C=CCNC(=O)c1sc(-c2ccccc2)nc1C,2.6,19.3,-1.5,0.8,-7.5,-2.5,5.2,-8.9,-8.2
CCCC1CCC(=C(C#N)C(N)=O)CC1 (stereo not given),0.0,-3.6,-11.7,-0.9,17.7,-8.8,-2.4,-7.2,-24.2
Cc1ccc(NCc2cccnc2)c(Br)c1,-0.3,7.7,-8.6,2.8,20.0,-5.3,5.5,-11.3,-15.5
OC(CN1CCN(c2ccccn2)CC1)Cn1c2ccccc2c2ccccc21 (stereo not given),-3.1,-9.3,-2.5,1.1,-6.9,-8.9,16.6,2.9,38.3
Cc1noc(C)c1NC(=O)N(C)C[C@H]1Oc2c(NC(=O)Nc3ccccc3)cccc2C(=O)N([C@H](C)CO)C[C@@H]1C,-1.7,-2.5,1.7,1.1,12.9,5.3,2.6,-6.8,-6.6
CCOC(=O)c1cc2c(C)n(-c3ccc(C)cc3)c(C)c2ccc1=O,-5.2,-4.0,6.7,0.6,5.2,-0.3,-4.9,-1.0,-6.6
Cc1ccccc1-c1nc(CN2CCC(C(=O)NCCC3=CCCCC3)CC2)c(C)o1,-6.0,-11.5,1.6,-0.1,29.1,5.3,17.7,-0.6,-19.9

# The closing three compounds of the section before are carried over, then new ones follow:
SMILES,MIN6 prolif,SENP6 block,SENP8 block-1,SENP1 FRET inh,SENP8 block-2,SENP7 inh,UBC13 polyUb,HKDC1 inh,PfG6PD inh
Cc1noc(C)c1NC(=O)N(C)C[C@H]1Oc2c(NC(=O)Nc3ccccc3)cccc2C(=O)N([C@H](C)CO)C[C@@H]1C,-1.7,-2.5,1.7,1.1,12.9,5.3,2.6,-6.8,-6.6
CCOC(=O)c1cc2c(C)n(-c3ccc(C)cc3)c(C)c2ccc1=O,-5.2,-4.0,6.7,0.6,5.2,-0.3,-4.9,-1.0,-6.6
Cc1ccccc1-c1nc(CN2CCC(C(=O)NCCC3=CCCCC3)CC2)c(C)o1,-6.0,-11.5,1.6,-0.1,29.1,5.3,17.7,-0.6,-19.9
COc1ccc(NC(=O)CN2C(=O)N(C)Cc3ccccc32)c(C)c1,0.5,-17.2,-12.0,1.3,6.1,-7.3,-9.4,-9.8,-19.7
CC(=O)NS(=O)(=O)c1ccc(NC(=S)NC(=O)C(C)(C)C)cc1,2.1,-1.4,-6.6,1.3,7.7,-4.5,9.5,-12.3,-9.3
CSc1ccccc1NC(=O)COC(=O)CCc1ccccc1,-1.1,-19.4,-3.8,5.7,10.5,6.4,5.9,-1.8,23.4
COc1ccc(CC(=O)Nc2cc(S(C)(=O)=O)ccc2Cl)cc1S(=O)(=O)N1CCOCC1,x,x,x,-1.2,4.3,x,x,-5.0,3.3
Cc1nc2sc(C(c3cccs3)N3CC(C)CC(C)C3)c(O)n2n1 (stereo not given),-1.0,-0.3,-12.4,-0.5,1.4,18.2,-9.7,-7.7,-2.4
CCCS(=O)(=O)N1CCN(C(=O)c2ccco2)CC1,-2.8,0.0,1.6,1.5,6.0,-3.9,-12.6,-3.1,-14.6
CC(=O)C1=C(O)C(=O)N(CCC(=O)O)C1c1ccc(Cl)cc1Cl (stereo not given),1.9,-9.8,2.3,3.3,0.4,0.9,-15.8,15.8,16.4
OCCC1CN(Cc2cccc(O)c2)CCN1CCc1ccccc1 (stereo not given),-2.7,-11.0,-4.0,-1.7,2.9,-3.9,-6.3,-10.3,-11.6
C/C=C/c1ccc(Oc2nnnn2-c2ccc(C(N)=O)cc2)c(OC)c1,0.0,-14.9,-10.2,1.2,14.6,5.3,-0.9,-1.1,21.4
O=C(CSc1nc(-c2ccccc2)cs1)NC(=O)NCc1ccco1,-2.2,-20.9,-16.6,-3.1,2.5,14.6,-0.6,3.2,15.6
O=C(O)/C=C\C(=O)Nc1ccc(OC(F)F)cc1,1.0,-15.8,-8.5,2.8,11.5,-1.8,9.4,6.4,-13.7
O=S(=O)(Cc1ccccc1)NCC1CCCN(Cc2cccc3nonc23)C1 (stereo not given),-3.4,-14.4,-8.6,4.1,6.3,-0.8,-7.2,-10.4,-8.4
CC1CCCCN1CCNC(=O)CN1C(=O)CSc2ccc(S(=O)(=O)N3CCCCC3)cc21 (stereo not given),1.0,-10.8,2.9,-9.8,11.6,-3.1,14.2,-6.8,9.7
CCn1cc(C(=O)Nc2cccc(NC(C)=O)c2)c2cc(OC)c(OC)cc2c1=O,-0.7,-3.9,-3.0,2.8,2.2,8.3,5.5,1.4,3.4
COc1cc(C(=O)NNC(=O)c2cc(=O)[nH]c3ccccc23)cc(OC)c1OC,2.6,2.9,-4.7,1.3,-226.8,-5.0,2.0,-2.2,-4.7
COc1ccccc1N1CCN(C2CCCN(C(=O)c3ccoc3)C2)CC1 (stereo not given),-1.6,-11.0,4.8,1.7,19.2,-13.8,-12.0,-2.7,-3.1
CCc1ccc(-n2nnnc2SCC(=O)Nc2ccc(NC(C)=O)cc2)cc1,-4.6,0.3,-0.3,-0.7,8.2,-16.7,-9.4,-1.9,9.4
CCN(CC)CCNC(=O)c1ccc(NC(=O)Cc2cccc3ccccc23)cc1,-3.4,-8.7,-3.5,-4.0,8.8,4.4,11.1,3.2,-15.4
Cc1cccc(Oc2cc(NC(=O)Cn3cnc([N+](=O)[O-])n3)cc([N+](=O)[O-])c2)c1,x,x,x,1.7,19.5,x,x,6.7,6.5
CCOc1ccc(N(CC(=O)Nc2ccccc2OC)S(=O)(=O)c2ccccc2)cc1,-3.6,10.4,-11.2,0.1,0.8,0.0,0.9,-3.1,13.4
COc1ccc(CC(=O)N2CCN(c3cccc(C)c3C)CC2)cc1,-2.2,-12.1,-9.2,1.5,21.4,3.1,-9.1,0.6,4.7
COc1ccccc1CNC(=O)COC(=O)C1CCN(S(=O)(=O)c2ccccc2)CC1,-2.3,-5.1,-12.5,-0.6,9.6,-0.2,4.0,2.6,6.2
Cc1ccc(C(=O)NC(=S)Nc2ccc(N3CCOCC3)cc2)c(C)c1,-4.1,-19.5,-5.9,2.3,11.3,-2.7,9.2,3.7,3.3
CC(CN(C)C)CN1c2ccccc2CCc2ccccc21 (stereo not given),-6.5,-14.1,1.8,-1.1,6.5,2.2,25.9,-6.4,21.1
O=C(CCN1C(=O)c2ccncc2C1=O)NCc1ccc(Cl)cc1,0.0,9.1,0.4,4.8,7.0,13.2,-4.7,2.5,-3.1
CC1CCC(NC(=O)c2ccc(CS(=O)(=O)Cc3ccccc3F)o2)CC1 (stereo not given),-1.0,1.3,-3.3,-1.4,13.8,-2.8,-5.1,-9.9,-10.3
CC(Sc1nnc2ccccn12)C(=O)NCc1ccc2c(c1)OCO2 (stereo not given),0.0,-5.2,-5.0,1.3,-116.6,-0.8,0.9,-8.9,0.0
COc1ccc(S(=O)(=O)N/N=C\c2ccc([N+](=O)[O-])o2)c(OC)c1,3.5,1.7,7.7,0.3,6.5,0.8,-12.5,-1.2,17.3
COc1ccc(-c2nc(-n3c(C)c(C(C)=O)c(C(C)=O)c3C)sc2C)cc1,-1.0,-1.7,-2.6,0.8,16.3,0.7,5.5,1.7,-4.6
O=C(c1ccc(Cl)cc1)N1CCn2c1nc1ccccc12,-4.3,0.2,1.7,4.0,18.2,3.1,6.6,-6.5,-1.4
COc1cc(-c2noc(C3CCCN(C(=O)c4ccccc4)C3)n2)cc(OC)c1OC (stereo not given),-0.8,6.9,3.5,4.0,-0.1,4.8,-0.5,4.9,-19.0
Cc1cc(C)n(CCN(C)C(=O)CCc2nnc(CCC3CCCCC3)o2)n1,1.1,14.6,4.1,0.2,24.3,6.1,13.3,0.6,-0.4
Cc1ccc2[nH]c(=O)c(CN(Cc3ccccc3)C(=S)NCCCN(C)C)cc2c1,-5.2,-5.2,-5.4,-2.8,-47.4,1.6,20.9,-0.5,9.3
CC(=O)c1c(C)oc2ccc(N(C(C)=O)S(=O)(=O)c3ccc(Br)cc3)cc12,-5.9,-16.5,-5.3,-0.3,6.8,-3.4,-3.5,0.7,19.2
Nc1n[nH]c(-c2cccc([N+](=O)[O-])c2)n1,-3.0,-5.7,-3.9,1.2,3.9,-2.4,-7.5,-10.1,12.4
Cc1ccc(NC2CCCN(C(=O)c3cccc4nccnc34)C2)cc1C (stereo not given),2.9,-7.5,5.0,1.0,10.7,1.9,-4.1,3.3,-5.2
N#Cc1ccc(OCC(=O)N2CCN(c3ccc(C(F)(F)F)cn3)CC2)cc1,-3.0,12.2,-2.0,-0.3,-10.0,8.4,-12.5,2.2,-16.4
Nc1ccc(C(=O)OC2CCOC2=O)cc1[N+](=O)[O-] (stereo not given),-0.6,8.7,-7.7,2.4,7.3,-1.3,2.4,-9.0,-3.6

# Full records from above.
# N#Cc1ccc(OCC(=O)N2CCN(c3ccc(C(F)(F)F)cn3)CC2)cc1 in the list: MIN6 prolif: -3.0; SENP6 block: 12.2; SENP8 block-1: -2.0; SENP1 FRET inh: -0.3; SENP8 block-2: -10.0; SENP7 inh: 8.4; UBC13 polyUb: -12.5; HKDC1 inh: 2.2; PfG6PD inh: -16.4
# CC(=O)c1c(C)oc2ccc(N(C(C)=O)S(=O)(=O)c3ccc(Br)cc3)cc12 in the list: MIN6 prolif: -5.9; SENP6 block: -16.5; SENP8 block-1: -5.3; SENP1 FRET inh: -0.3; SENP8 block-2: 6.8; SENP7 inh: -3.4; UBC13 polyUb: -3.5; HKDC1 inh: 0.7; PfG6PD inh: 19.2
